hIAP activ: human IAP activation; purified human IAP, CDP-Star luminescence, 30 min; stronger effect = higher value; 1 = vehicle-only enzyme, 0 = enzyme-free background; activation factor at 10 µM; actives 0.16% (n = 330,000); AID 2524;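 active means activation factor of the enzyme at least 2-fold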; further: the source names both 10 and 20 µM as test concentration; values of inactives mirror those of a sister screen read the other way
ATG4B inhibitor: inhibitors of human ATG4B cysteine protease; ATG4B cleavage of LC3-PLA2, NBD-HPC fluorescence, 1 h; inhibition, % at 8.33 µM; actives 0.51% (n = 340,000); in the data active means inhibition above about 40%
SENP6 block: SENP6 protease inhibition; Q9GZR1; Recombinant SENP6 catalytic domain, aminoluciferin luminescence; inhibition, % at 10 µM; actives 1.8% (n = 330,000); AID 2599;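 active means inhibition above about 50% at the single tested dose, limit read from the data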;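 further: plate controls were DMSO wells with enzyme for no effect and DMSO wells lacking enzyme for full effect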
Target sequence (Q9GZR1 628-1112 limits assumed): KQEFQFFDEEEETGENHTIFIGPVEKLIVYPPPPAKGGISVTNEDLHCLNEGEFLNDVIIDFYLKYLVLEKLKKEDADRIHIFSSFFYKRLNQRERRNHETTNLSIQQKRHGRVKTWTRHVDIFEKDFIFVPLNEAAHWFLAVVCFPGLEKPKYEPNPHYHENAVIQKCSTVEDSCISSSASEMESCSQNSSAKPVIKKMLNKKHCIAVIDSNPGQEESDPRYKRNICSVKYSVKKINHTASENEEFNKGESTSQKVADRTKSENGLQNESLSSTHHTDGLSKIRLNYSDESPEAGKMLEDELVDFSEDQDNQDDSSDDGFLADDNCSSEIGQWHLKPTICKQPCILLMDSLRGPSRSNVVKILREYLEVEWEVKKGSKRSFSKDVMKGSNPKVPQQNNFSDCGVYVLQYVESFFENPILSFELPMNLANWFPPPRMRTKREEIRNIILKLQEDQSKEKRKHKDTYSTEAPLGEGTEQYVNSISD
SENP8 block: SENP8 (human) protease inhibition; Q96LD8; recombinant SENP8, Nedd8 substrate fluorescence; inhibition, % at 20 µM; actives 0.64% (n = 360,000); in the data active means inhibition mostly above about 40%, no sharp cut-off; inactive means mostly below about 27%
Target sequence (Q96LD8 whole entry, looked up): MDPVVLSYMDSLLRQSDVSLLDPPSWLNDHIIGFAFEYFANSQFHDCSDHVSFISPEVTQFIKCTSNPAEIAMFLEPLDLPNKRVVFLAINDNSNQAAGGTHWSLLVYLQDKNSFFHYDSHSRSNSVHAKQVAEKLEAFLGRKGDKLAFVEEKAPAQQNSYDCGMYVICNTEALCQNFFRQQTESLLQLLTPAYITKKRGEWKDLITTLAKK
PfGluPho inh: PfG6PD (Plasmodium falciparum) enzyme inhibition. PfGluPho enzyme, NADPH resazurin-diaphorase fluorescence. inhibition, % at 20 µM. actives 0.78% (n = 350,000);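 active means inhibition reaching at least a set limit at 20 µM in the primary screen, cut at about 59% in these data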;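 further: 0% = DMSO wells with substrate and 100% = DMSO wells lacking glucose-6-phosphate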
MPTP inh: inhibitors of mitochondrial permeability transition pore; inhibition, % at 10 µM; isolated mouse mitochondria, Ca2+ swelling absorbance, 30 min; actives 1.4% (n = 360,000);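 active means inhibition of 50% or more, scaled per plate between neutral and stimulator controls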;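 further: 0% = DMSO wells given calcium and 100% = 1 mM EGTA wells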
NR3A LBD binder: modulators (binders) of human NR3A ligand-binding domain; Tm shift relative to glycine control, % at 25 µM; actives 2.5% (n = 340,000); NR3A LBD differential scanning fluorimetry, Tm shift; 0% = protein alone, 100% = glycine-bound protein;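 active means melting temperature shift of at least 10% of the positive control shift, at one fixed dose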
SENP1 FRET inh: SENP1 (human) catalytic domain inhibition; recombinant SENP1 catalytic domain, CyPet-SUMO1-YPet FRET cleavage; AID 624204; Q9P0U3; actives 0.21% (n = 360,000); inhibition, % at 10 µM;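 active means inhibition at least 30% at 10 µM, raw YFP signal under a set limit, fluorescence ratio 0.5 to 1.5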;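 further: 0% = enzyme with DMSO and 100% = no enzyme wells; some results filed as inactive read as strong as hits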
Target sequence (Q9P0U3 419-644 limits assumed): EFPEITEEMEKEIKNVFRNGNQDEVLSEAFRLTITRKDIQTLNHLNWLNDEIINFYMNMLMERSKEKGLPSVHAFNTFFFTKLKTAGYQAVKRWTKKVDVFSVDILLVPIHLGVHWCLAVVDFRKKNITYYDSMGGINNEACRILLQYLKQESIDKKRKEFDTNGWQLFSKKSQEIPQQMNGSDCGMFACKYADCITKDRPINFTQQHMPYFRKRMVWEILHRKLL
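Assay system: hSENP1 catalytic domain, recombinant. Amount: SENP1 enzyme, 20 pM final. Schedule: 50 min reaction, RT, dark. Technique: FRET, CFP and YFP emission. Control set: no-enzyme wells low, DMSO-plus-enzyme wells high control.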
An asterisk follows results filed as active; i = inactive; nt = no result given; + = active, no number.

Preview, three compounds:
Structure,hIAP activ,ATG4B inhibitor,SENP6 block,SENP8 block,PfGluPho inh,MPTP inh,NR3A LBD binder,SENP1 FRET inh
COc1ccc(C(C(=O)NC(C)(C)C)N(Cc2ccco2)C(=O)CCC(=O)Nc2cc(C)on2)cc1 (configuration not stated),0.97,-20,6,13,-3,-0.6,1,0
COc1ccccc1NC(=O)CCC(=O)Nc1cc(OC)c(NC(=O)c2cccs2)cc1OC,1.1,-5,-3,4,20,0.5,0,1
O=c1c2c3n(c(=O)nc2[nH]n1-c1ccccc1)CCCCC3,1,2,-16,26,5,1.0,1,3

Results, previewed entries included:
Structure,hIAP activ,ATG4B inhibitor,SENP6 block,SENP8 block,PfGluPho inh,MPTP inh,NR3A LBD binder,SENP1 FRET inh
COc1ccc(C(C(=O)NC(C)(C)C)N(Cc2ccco2)C(=O)CCC(=O)Nc2cc(C)on2)cc1 (configuration not stated),0.97,-20,6,13,-3,-0.6,1,0
COc1ccccc1NC(=O)CCC(=O)Nc1cc(OC)c(NC(=O)c2cccs2)cc1OC,1.1,-5,-3,4,20,0.5,0,1
O=c1c2c3n(c(=O)nc2[nH]n1-c1ccccc1)CCCCC3,1,2,-16,26,5,1.0,1,3
Cc1cc(-c2nnc(SCC(=O)Nc3ccc(F)c(F)c3)n2N)n[nH]1,0.93,0,11,14,2,-3.3,-2,0
Cc1ccc(OCCC(=O)OCC(=O)Nc2ccc3[nH]c(=O)[nH]c3c2)cc1,0.94,9,-4,4,0,0.0,6,1
COc1ccc(C2Nc3ccccc3C(=O)N2O)cc1OC (configuration not stated),1,1,-10,-44,-35,-2.4,1,2
Cc1ccccc1OCC(O)CNC1CCCC1 (configuration not stated),1,5,-32,5,-1,0.1,3,-2
COc1ccc(Cl)cc1N(C)C(=O)CCc1nc(-c2ccc(C)cc2)no1,1.1,3,2,6,7,0.6,-8,1
COC(=O)NNC(=O)/C=C/c1ccccc1,0.87,5,12,8,-22,-2.8,-4,-2
CCC(Oc1ccccc1)C(=O)Nc1cc(Cl)ccc1-n1cncn1 (configuration not stated),0.96,-1,-8,-1,7,-0.5,3,0
CC(=NC(C)C)C1=C(O)CCC1=O,1,-2,-25,13,-9,8.5,-1,2
O=[N+]([O-])c1cc2c(c(CSc3nnc4ccccn34)c1)OCOC2,1.3,4,-25,6,14,-0.2,-6,-2
O=C(CC(c1ccccc1)c1ccccc1)Nc1nn[nH]n1,1.1,2,18,7,-3,8.4,1,1
NC(=O)c1cc([N+](=O)[O-])ccc1NCc1ccc(N)cc1,1,1,7,31,14,1.4,-1,1
COC(=O)C1=C(C(=O)OC)[C@@H]2N(C)c3ccccc3[C@@]23C[C@@H](C(=O)OC)N(C(=O)CC(C)C)C3=N1,0.95,-7,-11,26,14,-1.8,2,0
Cc1ccc(-n2ccc(-c3nn(-c4ccccc4)ccc3=O)n2)cc1,1.1,-16,-3,-8,25,-1.2,0,1
COc1cc(CCC(=O)OCC(=O)c2ccc[nH]2)cc(OC)c1OC,1,-2,-6,-1,7,-0.7,-2,-7
COc1ccc(S(=O)(=O)N2CCN(Cc3ccccc3OC)CC2)cc1,nt,nt,nt,16,17,-1.1,nt,1
CN(CCOc1ccc(Cl)cc1)C(=O)c1ccc2c(=O)n3c(nc2c1)CCC3,1.1,-6,2,-16,7,-1.6,0,0
Cc1ccc(C(=O)Oc2ccc(C(=S)N3CCOCC3)cc2)cc1,1,0,-24,14,4,1.1,1,6

(more compounds)
Structure,hIAP activ,ATG4B inhibitor,SENP6 block,SENP8 block,PfGluPho inh,MPTP inh,NR3A LBD binder,SENP1 FRET inh
C=CCN1CCCC1CNC(=O)c1cc2[nH]nnc2cc1OC (configuration not stated),1,10,19,-78,-21,1.3,2,-1
CCCOc1ccc(C(=O)NCCO)cc1,1.4,-2,-3,21,-4,-0.8,2,-1
COc1ccc(S(=O)(=O)N2CCC(C)CC2)cc1Br,0.95,0,-6,23,-6,1.1,2,2
COc1cc2c(cc1OC)C(c1cccc(F)c1)CC(=O)N2 (configuration not stated),1.1,3,13,13,-3,0.4,1,0
Cn1c(=O)c2[nH]c(CN3CCN(Cc4ccccc4)CC3)nc2n(C)c1=O,0.94,1,-13,14,-12,-2.6,0,-1
O=C(Nc1ccc2c(c1)OCO2)C1CCCN(S(=O)(=O)Cc2ccccc2)C1 (configuration not stated),1,-6,-5,8,11,-3.1,1,2
CC(C)(C)c1ccc(OCCCn2ccnc2)cc1,1.1,-2,-1,9,8,+,0,1
CSc1oc(-c2ccc(F)cc2)nc1S(=O)(=O)c1ccc(F)cc1,0.92,-8,-14,7,17,1.1,3,5
CCOC(=O)/C=c1\s/c(=C(\C#N)C(=O)OCC)n(-c2ccccc2)c1=O,0.75,-7,13,2,14,-1.2,0,4
Cc1c(Br)c([N+](=O)[O-])nn1CC(=O)N1CCN(C23CC4CC(CC(C4)C2)C3)CC1,0.82,16,7,-17,-3,0.0,-2,2
CC1=C(C(=O)Nc2ccc(C(=O)N3CCN(c4cccc(Cl)c4)CC3)cc2)SCCO1,0.73,2,-2,11,4,0.5,2,0
C/C(Cl)=C/Cn1c(SCc2ccc(Cl)cc2)nc2c1c(=O)[nH]c(=O)n2C,nt,-9,nt,14,-7,0.1,-1,0
COC(=O)C1C(c2ccccc2)C(C(=O)O)C1c1ccccc1 (configuration not stated),0.95,5,-14,13,-10,-0.1,0,1
Cc1ccc(-c2nc3ccc([N+](=O)[O-])cc3[nH]2)cc1,1.1,-1,76*,-2,99*,76*,25*,1
COc1ccc(S(=O)(=O)N2CCC(CN3C(=O)c4cccc5cccc(c45)C3=O)CC2)cc1,0.83,-11,-5,-245,2,2.4,-1,1
CCc1ccc(C(C)NC(=O)C2(C)CC2(Br)Br)cc1 (configuration not stated),1.1,-11,-6,25,-3,8.1,0,-2
Cc1cc(C)c2oc(C(=O)N(Cc3cccs3)C3CCS(=O)(=O)C3)cc(=O)c2c1 (configuration not stated),1.1,-14,0,6,-2,4.0,3,2
O=C1C(Cc2cccc([N+](=O)[O-])c2)SC(=Nc2ccccc2)N1c1ccccc1 (configuration not stated),0.83,-4,3,16,-18,-0.9,-2,0
Cc1ccccc1NS(=O)(=O)c1ccc(C(=O)N2CCCC2)cc1,1,-1,8,17,0,-0.3,-2,2
CNC(=O)c1cc2cc(Cl)cc(OC)c2oc1=O,0.81,6,-10,-75,-12,-4.1,1,2

(list continues)
Structure,hIAP activ,ATG4B inhibitor,SENP6 block,SENP8 block,PfGluPho inh,MPTP inh,NR3A LBD binder,SENP1 FRET inh
CCOc1cc(C(=O)N/N=C/c2ccoc2)cc(OCC)c1OCC,0.97,-8,0,2,10,-0.8,2,3
COCC(C)NC(=O)c1cc(-c2ccccc2OC)on1 (configuration not stated),0.78,1,6,-7,8,-2.9,7,3
CCCCN1C(=O)C(CC(=O)NCCN2CCOCC2)CC(C(=O)N(C)C)=C1C (configuration not stated),nt,nt,nt,-34,-3,-1.3,nt,-1
Cc1cc(C)n2c(SCCN3C(=O)c4ccccc4C3=O)nnc2n1,1,-5,2,9,17,-1.6,0,0
CCOC(=O)c1sc(NC(=O)Nc2ccccc2F)nc1C,0.95,1,77*,-10,2,58*,-5,1
NC(=O)c1ccc(OCC2CCCO2)cc1 (configuration not stated),0.93,4,-5,0,-5,-1.6,1,0
COc1ccc(C(=O)Nc2ccccc2C(=O)Nc2ccccc2)cc1,nt,nt,nt,7,-1,1.0,nt,0
CC(C)c1ccc(NC(=O)C2CC3CCC2C3)cc1 (configuration not stated),1.2,2,5,15,46,0.5,-1,0
C/C(=N\NC(=O)c1cc(-c2ccccc2C)nc2ccccc12)c1cccnc1,1.3,-6,9,-4,18,0.0,0,3
Cn1c(N)c(C(=O)COC(=O)c2ccccc2C(=O)c2ccc(Cl)cc2)c(=O)n(C)c1=O,1.1,-19,-33,8,40,1.5,-4,1
CC1(NC(=O)Cc2c(Cl)cccc2Cl)CCS(=O)(=O)C1 (configuration not stated),0.79,-30,-6,0,16,-0.1,1,0
CC(=O)N1CCOc2ccc(S(=O)(=O)NCc3ccc(Cl)cc3)cc21,1.1,1,21,-14,-11,0.5,0,3
Cc1ccccc1N(CC(=O)NCCc1ccccc1)C(=O)c1ccc(N2CCCC2)nc1,0.84,-9,3,-19,-17,0.9,2,2
O=C(Nc1ccccc1C(F)(F)F)C1CC(=O)N(c2ccccc2F)C1 (configuration not stated),0.97,4,4,8,-4,-0.4,-4,0
Cc1cccc(NC(=O)c2nc[nH]c2C(=O)N[C@H](C)c2ccccc2)c1,1.5,-9,-8,7,18,0.4,-5,5
CCN1CCN(Cc2ccc(NC(=O)c3cc(NC(=O)c4cc(-c5ccc(OC)cc5)n[nH]4)cc(OC)c3)cc2C(F)(F)F)CC1,1.1,-29,-12,11,24,0.8,1,-1
CCOC(=O)c1sc2nccc(N(C)C)c2c1N=CNOC,1.2,-11,-22,i,0,-4.8,-1,-32
O=C(CNC(=O)c1ccccc1F)OC(C(=O)Nc1cc(C(F)(F)F)ccc1Cl)c1ccccc1 (configuration not stated),1.3,6,4,0,17,14,-4,2
NC(=O)CSc1nc2c(sc3ccccc32)c(=O)n1CCCN1CCOCC1,0.89,-10,-6,-17,3,1.7,-2,-2
Cc1ccc(C(=O)CSc2ccc(-c3ccncc3)nn2)cc1,1.1,0,-5,12,4,5.1,1,2

Next structures.
Structure,hIAP activ,ATG4B inhibitor,SENP6 block,SENP8 block,PfGluPho inh,MPTP inh,NR3A LBD binder,SENP1 FRET inh
CCN(CC(=O)Nc1c(F)cccc1F)C(=O)COc1cccc2c1OC(C)(C)C2,1.1,2,-10,10,3,-2.5,nt,0
Cc1ccc(N(C(=O)c2csnn2)C(C(=O)NC(C)(C)C)c2cccs2)cc1 (configuration not stated),1.1,-5,-2,5,-6,-0.3,-1,-2
CN(C)C(=O)c1ccc(NC(=O)c2sccc2-c2ccccc2)cc1,0.96,4,3,6,1,-1.2,1,0
COCCCN1CC(=O)N2C(c3ccccc3)c3[nH]c4ccccc4c3C[C@H]2C1=O (some centres not stated),0.91,0,-3,-1,-15,-0.4,1,-5
COCc1c(C(=O)N/N=C(\C)c2ccc(Cl)s2)nnn1-c1nonc1N,0.88,9,-3,-312,-14,-0.2,-2,1
CCSc1cc(C)nc2c(-c3ccccc3)cnn12,1.3,-6,21,-9,20,2.6,0,0
COc1ccc(NC(=O)CSc2nc(=O)n(CCN(C)C)c3c2CCCC3)cc1OC,0.98,-6,-10,-6,0,-1.3,0,-2
CCn1c(=O)cc(SCC(=O)N2CCN(c3ccccc3OC)CC2)c2ccccc21,0.86,-13,14,-9,0,-1.2,-2,0
CC(C)=CC(=O)Nc1ccccc1Br,1.2,13,1,16,-6,-1.1,6,2
CN(CC(=O)Nc1cccc(F)c1)CC(=O)N1CCCCC1,1,-34,-8,4,0,-0.4,2,-2
COc1ccc(/C=C/C(=O)OCC(=O)NC2CCCC(C)C2C)cc1S(=O)(=O)N1CCOCC1 (configuration not stated),0.95,-9,-19,8,-8,0.6,1,2
COC(=O)c1c(NC(=O)c2ccccc2N(C)S(=O)(=O)c2ccccc2)sc2c1CCCC2,nt,-11,nt,-244,-1,0.0,2,0
C/C(=N\NC(=O)Cc1c(C)[nH][nH]c1=O)c1ccc(Cl)c(Cl)c1,1.1,1,4,17,-15,2.3,0,0
CC(C(=O)Nc1ccc(F)c(F)c1F)N(C)CC(=O)Nc1ccccc1Br (configuration not stated),0.91,-6,-6,8,1,6.6,1,1
CC(C)c1onc(C(=O)NC2CCCC2)c1[N+](=O)[O-],1.1,-16,-14,8,14,0.9,-1,0
O=C(NCCCN1CCOCC1)C(=O)NCc1ccccc1Cl,1.2,-8,-11,11,7,-0.4,-2,5
COc1ccccc1S(=O)(=O)N(C)C[C@@H]1OCc2cn(nn2)CCCC(=O)N([C@@H](C)CO)C[C@H]1C,nt,nt,nt,3,-5,0.9,nt,2
CC(OC(=O)C1CCN(S(=O)(=O)c2ccc(C(C)(C)C)cc2)CC1)C(=O)N(C)C1CCCCC1 (configuration not stated),nt,-9,nt,2,-8,1.3,-3,3
